Screens as filed in PubChem.
M1 ag parental: M1 agonist counterscreen hit in parental CHO-K1 cells; AID 602248; activation, % at 3 µM; 0.48% of 360,000 active; Fluo-8 calcium fluorescence; scaled to maximal ATP response, vehicle zero; in the data active = activation above about 15%;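 note: untransfected CHO-K1 host cells lacking M1 receptor as counterscreen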
M1 antag: blocks human M1 muscarinic receptor. CHO-K1 hM1, Fluo-8 calcium fluorescence, ACh EC80 antagonist. inhibition, % at 3 µM. 1.3% of 360,000 active. AID 588852;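 active = percent inhibition above its own plate's cutoff, namely the mean of that plate's compound wells plus 3 SD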;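 note: peak over basal fluorescence ratio during 140 s after agonist addition; 0% = ACh EC80 plus DMSO and 100% = DMSO alone without agonist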
CHO parental Ca: counter-screen for OX1R antagonists: effect in parental CHO cells; parental CHO-K1, ATP-induced calcium, Fluo-8 fluorescence; inhibition, % at 5.6 µM; 0.63% of 330,000 active; AID 463079;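 active = inhibition above that plate's mean sample inhibition plus 3 SD, cut at about 26% in these data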;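 note: 0% = ATP-challenged DMSO wells and 100% = DMSO wells without ATP; some compounds past the cut are filed as inactive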
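Material: Parental CHO cells | Reagent: ATP | Compound dosing: Single nominal dose of 5.6 µM per compound | Detection: Intracellular calcium via Fluo-8 no-wash fluorescent dye | Read-out: % inhibition of ATP-induced calcium mobilization | Benchmarks: Low control ATP plus DMSO, high control DMSO only | Replicates: Singlicate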
CHO-K1 Ca antag: counter-screen for M1 antagonists: effect in parental CHO-K1 cells | ATP-induced calcium, Fluo-8 fluorescence | inhibition, % at 3 µM | 0.6% of 360,000 active | AID 602250;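 active = inhibition above a per-plate cutoff, the plate's mean sample inhibition plus 3 SD, cut at about 24% in these data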;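 note: 0% = DMSO plus EC80 ATP and 100% = DMSO alone without ATP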
CHRM1 agonist: human M1 muscarinic receptor agonism. P11229. 0.33% of 360,000 active. activation, % at 3 µM. CHO-K1 hM1, Fluo-8 calcium fluorescence, agonist mode; 0% DMSO, 100% acetylcholine EC100;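 active = activation above the run's mean compound activation plus 3 SD, cut at about 16% in these data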;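 note: peak over basal fluorescence ratio within a 140 s kinetic read after compound addition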
TAAR1 antagonist: human TAAR1 antagonism | CHO RD-HGA16 TAAR1, Fluo-8 calcium fluorescence, antagonist | inhibition, % at 3 µM | Q96RJ0 | 1.5% of 360,000 active | AID 624466;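 active = inhibition above a per-plate cutoff, the mean inhibition of test compounds on that plate plus 3 SD, cut at about 49% in these data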;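 note: 0% = DMSO plus EC80 beta-PEA response and 100% = DMSO alone without agonist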
Target sequence (Q96RJ0 whole entry, looked up): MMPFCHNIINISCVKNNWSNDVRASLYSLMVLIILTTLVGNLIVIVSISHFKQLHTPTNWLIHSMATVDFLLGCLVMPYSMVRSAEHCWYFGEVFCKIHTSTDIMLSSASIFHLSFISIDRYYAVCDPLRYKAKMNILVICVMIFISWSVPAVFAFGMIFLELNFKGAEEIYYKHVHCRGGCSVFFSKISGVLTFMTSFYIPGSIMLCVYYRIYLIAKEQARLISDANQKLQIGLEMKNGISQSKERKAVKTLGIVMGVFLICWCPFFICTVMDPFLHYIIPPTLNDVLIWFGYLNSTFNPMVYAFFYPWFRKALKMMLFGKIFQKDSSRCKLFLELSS
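Test system: RD-HGA16 CHO cells with stable hTAAR1 and Gα16 / Probe or stimulus: EC80 β-phenethylamine stimulus / Times: seeding 17-24 h prior, 75-min 37 °C, 30-min RT dye loading / Detection: Fluo-8 calcium-sensitive fluorescence / Read-out basis: % inhibition scaled between DMSO and EC80 PEA controls / Repeats: singlicate, one well per test compound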
OXTR potentiate: potentiators of human oxytocin receptor; P30559; CHO-OTR cells, Fluo-8 calcium fluorescence, potentiator mode; 0% = oxytocin EC15, 100% = EC100; activation, % at 3 µM; 0.061% of 320,000 active; AID 2445;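 active = activation above that plate's cutoff, the mean activation of tested compounds plus 3 SD, cut at about 6.6% in these data, passing the limit was not always enough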;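 note: 100% uses oxytocin at 75 nM as the full agonist control; some results filed as inactive read as strong as hits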
Target sequence (P30559 whole entry, looked up): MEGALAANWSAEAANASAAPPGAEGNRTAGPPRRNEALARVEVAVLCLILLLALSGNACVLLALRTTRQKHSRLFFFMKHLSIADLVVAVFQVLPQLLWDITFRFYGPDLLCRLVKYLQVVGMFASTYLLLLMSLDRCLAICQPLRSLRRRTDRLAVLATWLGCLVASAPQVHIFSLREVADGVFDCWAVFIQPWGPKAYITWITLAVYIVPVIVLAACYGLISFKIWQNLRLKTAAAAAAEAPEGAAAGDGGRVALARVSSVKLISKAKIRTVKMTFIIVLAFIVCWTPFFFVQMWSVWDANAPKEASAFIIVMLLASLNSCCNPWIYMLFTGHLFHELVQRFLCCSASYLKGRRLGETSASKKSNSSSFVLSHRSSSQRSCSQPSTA
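Replication – single well per compound, singlicate · Assay system – CHO cell line stably expressing human OTR · Timing – 6 min pre-incubation, 100 s read · Measure – normalized max/min fluorescence ratio, % activation · Doses – 3.0 µM, one dose · Detection – Fluo-8 calcium dye fluorescence · Probe or stimulus – oxytocin near EC15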
TAAR1 agonist: agonists of human TAAR1. 0.99% of 360,000 active. CHO RD-HGA16 TAAR1, Fluo-8 calcium fluorescence; vehicle wells 0%, saturating PEA agonist 100%. Q96RJ0. activation, % at 3 µM;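 active = activation above the mean activation of all test compounds in the run plus 3 SD, cut at about 38% in these data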
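System: CHO RD-HGA16 cells carrying human TAAR1 plus Gα16; Incubation: 17-24 h seeding, 75 min 37 °C dye, 30 min RT; Measured by: Fluo-8 fluorescence, 5 s baseline then 140 s kinetic read; Control set: DMSO and PEA EC100; Replication: single well for each compound.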
CHO-K1 Ca PAM: counter-screen for M1 PAMs: effect in parental CHO-K1 cells | activation, % at 3 µM | ATP EC20, Fluo-8 calcium fluorescence; 0% at ATP EC20, 100% at ATP max | 0.02% of 360,000 active;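 active = activation above the run cutoff, the mean activation of all test compounds plus 3 SD, cut at about 40% in these data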;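 note: peak over basal fluorescence ratio in a 140 s read after ATP addition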
* hit, by the source's call; . = not tested or not shown.

SMILES	M1 ag parental	M1 antag	CHO parental Ca	CHO-K1 Ca antag	CHRM1 agonist	TAAR1 antagonist	OXTR potentiate	TAAR1 agonist	CHO-K1 Ca PAM
COc1cc2c(cc1OC)CN(CCC(C)c1ccc(Cl)cc1)CC2 (configuration not stated)	1.0	43.0*	-25.0	-10.4	0.3	8.8	-3.7	4.9	9.7
COc1ccc(OC)c(S(=O)(=O)Nc2cc3c4c(c2)CCN4C(=O)CC3)c1	1.4	-13.6	-1.6	-7.7	-2.2	4.1	-5.6	3.1	11.5
COc1ccc(C(CNC(=O)c2cccc(S(=O)(=O)N(C)c3ccccc3)c2)N2CCCC2)cc1 (configuration not stated)	1.2	11.5	-13.3	-13.2	-8.2	-3.6	-4.2	2.4	4.1
COc1ccc(C(=O)Nc2nnc(-c3ccco3)s2)cc1	0.1	-11.1	-3.2	11.2	3.2	-9.6	-3.9	21.1	2.9
COc1ccc(OC)c(C2c3[nH]c4ccccc4c3C[C@H]3C(=O)N(C4CC4)CC(=O)N23)c1 (some centres not stated)	1.0	-10.9	-21.5	-12.2	-4.3	-6.9	-3.1	8.2	-7.0
CC(=O)c1cc2c(=O)c3ccccc3oc2nc1C	0.6	-6.2	4.5	-16.6	-1.3	3.0	-6.9	-2.7	25.3
O=[N+]([O-])c1cccc(COc2ccccc2CO)c1	0.7	.	.	-11.5	.	-0.2	.	0.2	5.0
CSc1ccc(/C=N/N2CCN(C)CC2)cc1	0.6	-19.4	1.8	-12.6	-6.8	-3.8	-10.7	3.8	14.8
CCc1nc2ccc(C(=O)NCC3CCCCC3)cn2c1N(C)Cc1ccc(OC)cc1	1.4	22.0	.	-7.4	-7.9	21.7	.	1.1	8.6
CCn1cc(C(=O)NCCCOC(C)C)c(=O)c2cc(S(=O)(=O)N3CCOCC3)ccc21	0.9	-10.6	-14.1	-14.3	-5.3	-7.2	-4.9	1.4	20.5
Fc1cccc2sc(Nc3nc4cc5c(cc4s3)OCCO5)nc12	1.3	-3.6	-13.3	-15.2	-4.0	11.6	-6.2	12.2	32.3
COc1cccc(-c2csc(N3CCN(C(=O)Nc4ccccc4Cl)CC3)n2)c1	9.9	4.0	-10.2	7.3	-10.9	23.2	-14.9	9.6	4.8
Cc1ccccc1Cn1c(CN2CCN(C(=O)c3ccco3)CC2)nc2c1c(=O)n(C)c(=O)n2C	0.8	-7.7	9.7	1.5	1.4	-5.0	-3.6	0.8	12.6
CN(C)c1ccc(/C=C/C#N)cc1	0.0	-8.6	-7.3	-6.4	-5.6	5.3	2.0	9.9	-1.2
COc1ccccc1OCCCC(=O)Nc1nccs1	2.1	-2.3	-9.0	-15.8	-3.0	19.2	-10.4	6.5	11.8
COc1ccccc1CN1CC(C(=O)NCc2cnn(C)c2)CCC1=O (configuration not stated)	0.5	-8.3	-15.2	0.7	-3.1	-1.1	-3.2	0.7	2.6
CCc1ccc2nc(NC(=O)c3cc(C)on3)sc2c1	0.7	-5.3	5.8	-14.2	-2.6	-0.3	-8.5	28.8	15.5
CC(C)(C)c1cc(CNC2CS(=O)(=O)C[C@@H]2O)cc(C(C)(C)C)c1O (some centres not stated)	0.6	-22.4	-6.8	-9.4	-4.0	0.2	-9.3	0.1	13.3
CCCCOc1ccccc1-c1ccccc1CN1[C@@H](C(C)C)COCCS1(=O)=O	0.1	4.9	-9.0	-6.3	-5.4	5.0	.	4.1	3.1
CC(C)(C)n1nc(C2CC2)cc1NC(=O)Nc1ccc(Cl)cc1	0.6	-10.9	-6.0	0.6	1.6	-6.8	-14.5	6.1	-9.4
O=C(NCc1ccccc1Cl)c1ccncc1	-0.3	-4.4	7.2	6.2	3.7	14.6	-10.7	3.3	-4.8
Nc1ccc(S(=O)(=O)c2ccccc2)nc1	0.7	-10.5	1.9	-4.3	-2.9	-14.2	-5.9	3.7	-3.5
O=c1c(NCCc2ccccc2)c(-c2ccccc2)c1=O	7.3	-5.9	29.3	-4.3	-1.2	-2.0	-17.7	14.4	1.1
COc1cccc(C(=O)Nc2cc(Cl)c(O)c(Cl)c2)c1	0.3	0.5	-10.8	9.1	1.6	-21.0	2.1	-1.7	-8.5
CCCCOc1ccc(C(NC(=O)OCC)NC(=O)OCC)cc1	0.1	-0.4	-9.0	-4.6	-4.3	-5.6	-6.4	-0.2	20.3

Further entries.
SMILES	M1 ag parental	M1 antag	CHO parental Ca	CHO-K1 Ca antag	CHRM1 agonist	TAAR1 antagonist	OXTR potentiate	TAAR1 agonist	CHO-K1 Ca PAM
CC(C)CNC(=O)c1nc(-c2ccccc2)n(-c2ccccc2)n1	-0.2	-0.2	-17.4	-3.8	-2.9	-3.5	-10.9	-3.2	3.2
O=C(CSc1nc(N2CCCCC2)nc(N2CCCCC2)n1)N1CCN(c2ccccc2)CC1	-0.2	-25.5	.	-8.0	-3.2	-5.2	.	-0.1	4.2
Cc1cc(C(=O)NN=C(Cc2ccccc2)Cc2ccccc2)c(C)o1	-0.1	-10.6	-10.6	-5.9	-7.3	3.3	-1.5	1.9	6.8
NC1=NC[C@H](Cc2ccccc2)N1CCc1cccc(F)c1	0.1	-1.9	2.5	-7.0	-11.1	12.8	1.3	4.0	12.6
COC(=O)C1CSC(C(=O)OC)N1C(=O)Nc1ccc(Cl)cc1 (configuration not stated)	-0.2	-3.2	-20.2	-5.3	-3.5	1.2	-6.2	12.0	8.8
CCN=c1scc(C)n1/N=C/c1ccc(O)c(O)c1O	0.2	-5.9	-4.0	-3.0	-2.5	-8.7	-1.9	4.5	9.4
CCOC(=O)C1=C2SCCN2C(=O)C(C#N)C1(C)C (configuration not stated)	0.5	0.4	-4.7	-6.4	-1.8	-4.8	-6.5	5.8	10.5
Cc1c(Nc2nc3ccccc3nc2NS(=O)(=O)c2ccccc2)c(=O)n(-c2ccccc2)n1C	-0.1	1.6	-13.4	-6.4	-5.1	-0.9	7.7	12.9	16.9
CCN1C(=O)N[C@@H](c2cccc(C(F)(F)F)c2)[C@H](C(=O)OC)[C@H]1C	0.3	-7.1	-8.4	-15.2	-2.1	5.9	-7.1	12.9	4.0
CCCCNC(=O)C1(C)CCN1C(=O)c1ccc(C)c(F)c1 (configuration not stated)	-0.2	-13.8	.	-4.6	-3.1	-8.8	.	0.5	13.8
CCOC(=O)c1c(-c2ccccc2)c[nH]c1C	-0.4	0.4	.	5.8	-1.2	-13.3	.	-1.3	-13.3
CCN(C[C@H]1N[C@@](Cc2ccccc2)(C(=O)OC)[C@H]2C(=O)N(C)C(=O)[C@@H]12)S(=O)(=O)c1ccc(C(C)(C)C)cc1	0.2	-5.3	-23.2	-16.4	-1.5	-13.6	0.3	-0.7	8.1
Cc1cccc(NC(=O)Cn2c(=O)oc3cc(S(=O)(=O)N4CCCC4)ccc32)n1	0.3	-4.3	3.8	11.5	-1.5	-13.7	-3.0	1.6	2.7
CCN(CC)S(=O)(=O)c1cccc(C(=O)NCC2(N3CCOCC3)CCCCC2)c1	0.0	1.6	.	3.9	-1.0	-0.7	.	0.4	-9.3
COc1cc(/C=N/NC(=O)c2cccc3ccccc23)ccc1OCC(N)=O	-0.1	-10.7	-10.4	9.6	-3.0	2.2	-10.8	3.6	-9.5
Cc1cccc2cc(C#N)c(SCC(=O)NCc3cccs3)nc12	2.4	-3.5	-10.9	7.5	-5.2	11.4	-5.0	0.7	0.5
Cc1cccc(-n2c(C)cc(C=C3C(=O)c4ccccc4C3=O)c2C)c1	0.2	-36.6	-18.8	-15.1	-2.0	-8.9	-3.7	12.6	12.4
CCOCCCNCc1ccc(OCc2ccccc2C)c(OC)c1	1.5	7.4	-0.6	-9.2	-3.9	-14.3	0.8	2.9	-0.9
COc1cccc(C(=O)c2ncc(C(F)(F)F)cc2Cl)c1	0.1	-11.9	2.5	-11.5	-8.5	-6.9	-5.1	1.2	23.7
O=C(Nc1cccc(Cl)c1)c1cccnn1	4.0	-6.0	4.3	-14.5	-1.3	-15.0	3.3	0.7	10.2
COc1ccc(NS(=O)(=O)c2cn(C)cn2)cc1OC	0.6	-10.6	0.0	-11.7	-2.2	-12.4	-7.1	2.7	14.7
CCc1cccc(NC(=S)N(CCCN2CCOCC2)C(C)c2cc3cccc(OC)c3o2)c1 (configuration not stated)	0.6	3.3	-16.4	-3.4	-5.9	-28.5	1.3	-2.1	2.2
CCCNC(=O)C(Cc1ccc(C(F)(F)F)cc1)NC(=O)c1ccc(C#N)cc1 (configuration not stated)	0.0	0.5	-19.4	-3.6	-1.9	8.2	-7.0	1.8	9.2
CC1(C)CC(=S)Nc2ccccc2S1	1.4	0.2	-6.4	5.4	-6.1	5.7	-1.0	1.7	9.1
CCc1sc(NS(C)(=O)=O)nc1-c1ccccc1	-0.1	-10.6	-4.7	-4.7	-3.6	2.0	-7.3	1.8	5.9

The list continues.
SMILES	M1 ag parental	M1 antag	CHO parental Ca	CHO-K1 Ca antag	CHRM1 agonist	TAAR1 antagonist	OXTR potentiate	TAAR1 agonist	CHO-K1 Ca PAM
O=C(CSCc1c(Cl)cccc1Cl)NN=C1CCCC1	2.1	-8.1	-16.8	-6.2	-4.0	-41.8	-32.0	0.1	22.7
COc1ccc(C(=O)CSc2n[nH]c(-c3ccncc3)n2)cc1[N+](=O)[O-]	0.3	-8.8	-4.1	14.8	-8.1	5.7	-4.6	0.3	-10.9
O=C(Cc1ccccc1)NCc1cccnc1	0.0	-9.8	2.0	-6.4	-5.0	5.8	0.4	1.1	1.4
CCS(=O)(=O)N1CCCC(C(=O)NC2CCCCC2C)C1 (configuration not stated)	0.0	-19.4	2.7	-3.0	0.9	14.3	0.7	-2.5	17.9
Cn1c(NC(=O)c2ccccc2F)cc(=O)n(C)c1=O	-0.6	-8.8	-3.7	-2.5	0.1	0.4	-4.5	0.6	9.8
CN1CCc2c(c3c(n2C)CCN(C)C3c2ccc(F)cc2)C1c1ccc(F)cc1 (configuration not stated)	0.4	-12.2	-3.2	-4.4	-4.8	14.9	-1.0	15.3	-11.3
CNc1nnc(-c2ccc(N(C)C)cc2)s1	-0.5	-3.9	-17.0	-13.5	-5.1	-12.9	-3.4	2.4	7.3

Ordered by value in CHRM1 agonist (descending): some entries from above
| structure | M1 antag | CHRM1 agonist |
| --- | --- | --- |
| CCS(=O)(=O)N1CCCC(C(=O)NC2CCCCC2C)C1 (configuration not stated) | -19.4 | 0.9 |
| CNc1nnc(-c2ccc(N(C)C)cc2)s1 | -3.9 | -5.1 |
| COc1ccc(C(=O)CSc2n[nH]c(-c3ccncc3)n2)cc1[N+](=O)[O-] | -8.8 | -8.1 |
